HCV inhibitor: inhibitors of hepatitis C virus infection; 340,000 compounds, 3.4% hits; Potency, µM (highest dose often 41.8 µM), for the others: top-dose activity change, negative = inhibition, actives largely listed as inhibitors; AID 651820; Huh7.5.1 HCVcc-Cre infection, luciferase reporter, 44 h; further: potency means the concentration at half of the fitted maximal effect; on the % scale 0 is the no-effect control and ±100 the full control effect
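Compounds are dispensed onto cells plated 4 h earlier at 1,000 per well, with HCVcc-Cre virus (about 0.5 moi) added next. Following 44 h of culture, luminescent signal is measured for 15 sec after 15 min with substrate at room temperature.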
Pf growth 48h: inhibits P. falciparum growth in the first generation, 48 h; P. falciparum luciferase growth in erythrocytes, 48 h; 310,000 compounds, 5.9% hits; Potency, µM (series often up to 28.7 µM), inactives show at the highest dose activity change, negative = inhibition, usual class: inhibitors; further: potency means the concentration at half of the fitted maximal effect; on the % scale 0 is the no-effect control and ±100 the full control effect
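In quantitative HTS format, infected erythrocytes bearing luciferase-reporter parasites were treated for a single generation at 37 C. Luminescence after adding detection reagent served as the growth measure.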
Pf growth 96h: P. falciparum growth inhibition at 96 hour, primary screen for plastid delayed-death inhibitors; P. falciparum luciferase reporter growth, 96 h; Potency, µM (highest dose often 28.7 µM), for inactives: at the top dose activity change, negative = inhibition, most hits filed as inhibitors; 320,000 compounds, 6.9% hits; AID 504834; further: potency means the concentration at half of the fitted maximal effect; on the % scale 0 is the no-effect control and ±100 the full control effect
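Erythrocytes infected with luciferase-expressing P. falciparum were dispensed at 2% hematocrit and 0.05% parasitemia (final), then incubated with compounds 96 hours at 37 C in 5% CO2. Luminescence after detection reagent addition reported growth.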
TbPYK inhibitor: blocks Trypanosoma brucei pyruvate kinase; TbPYK enzyme, Kinase-Glo Plus ATP luminescence, 45 min; 410,000 compounds, 0.12% hits; AID 624173; Q57TT1; Potency, µM (doses to about 76.8 µM), for the others: at the highest dose activity, negative = inhibition, hits mostly inhibitors; further: potency means the concentration at half of the fitted maximal effect; on the % scale 0 is the no-effect control and ±100 the full control effect; nearly all actives have a fitted effect of over 50% in size
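Enzyme and substrate buffer are dispensed first and compound is pin-transferred. ADP at 130 uM final then starts the reaction, which runs 45 min at room temperature. Detection reagent is added for 10 min before luminescence is imaged.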
LmPK inhibitor: blocks Leishmania mexicana pyruvate kinase activity; Q27686; purified LmPK, Kinase-Glo ATP luminescence, 1 h; Potency, µM (titrated, usually from 57.5 µM), without a hit: top-dose activity change, negative = inhibition, most hits filed as inhibitors; 290,000 compounds, 0.37% hits; further: potency means the concentration at half of the fitted maximal effect; on the % scale 0 is the no-effect control and ±100 the full control effect
Target sequence (Q27686 whole entry, looked up): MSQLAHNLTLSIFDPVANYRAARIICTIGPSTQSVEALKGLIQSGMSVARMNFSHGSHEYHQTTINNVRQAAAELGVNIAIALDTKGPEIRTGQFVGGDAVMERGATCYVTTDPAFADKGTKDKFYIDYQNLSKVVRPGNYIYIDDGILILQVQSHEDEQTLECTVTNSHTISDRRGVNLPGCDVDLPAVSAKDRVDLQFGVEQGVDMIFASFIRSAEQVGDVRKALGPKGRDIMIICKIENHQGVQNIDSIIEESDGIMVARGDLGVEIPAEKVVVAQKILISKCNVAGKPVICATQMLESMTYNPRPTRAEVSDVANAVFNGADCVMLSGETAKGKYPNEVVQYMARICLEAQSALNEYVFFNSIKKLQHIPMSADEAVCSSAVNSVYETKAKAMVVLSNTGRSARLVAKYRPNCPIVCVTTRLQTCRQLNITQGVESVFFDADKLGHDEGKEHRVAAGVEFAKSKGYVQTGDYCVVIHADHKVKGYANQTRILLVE
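In 50 mM imidazole pH 7.2 with 7 mM MgCl2, LmPK (0.1 nM) turned over PEP (0.5 mM) and ADP (0.1 mM) for 1 h at room temperature. Luciferase read-out of ATP.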
Cycloheximide cs: affects cycloheximide protein synthesis inhibition readout, counter-screen; cell reporter, cycloheximide protein synthesis inhibition counterscreen; max response, %; 300,000 compounds, 12% hits; AID 2314; in the data active means max response mostly above about 13%, no sharp cut-off; inactive means mostly below about 14%; further: read at 38.3 µM for the half of the compounds with a filed dose; 0% is about no effect
Shiga toxin inh: inhibitors of Shiga toxin in Vero cells. Vero cells, Shiga toxin protein synthesis inhibition reporter. inhibition, % at 38.7 µM. 290,000 compounds, 9.2% hits. AID 2315; in the data active means inhibition mostly above about 28%, no sharp cut-off; inactive means mostly below about 43%; further: 0% is about no effect
* marks the source's active call; other numbers are inactive results; i = inactive; ? = inconclusive; . = not tested or not shown; & = joins results of further samples; [ ] = another dose, or the depositor's remark. Unless noted, the call rests on the fitted dose curve; in most records, active means well fitted curve in the direction sought with a large enough effect; inconclusive means small, poorly fitted or top-dose-only effect, or another doubt; inactive means no such curve, though single readings can be large; an effect the other way counts as inactive or inconclusive.

molecule | HCV inhibitor | Pf growth 48h | Pf growth 96h | TbPYK inhibitor | LmPK inhibitor | Cycloheximide cs | Shiga toxin inh
O=S(=O)(NC1C2CC3CC(C2)CC1C3)c1ccccc1 (stereo unspecified) | 0% | -27% | ? | 0% | . | . | .
Cc1nn2c(=O)cc(COC(=O)c3ccc(NC(=O)C(C)(C)C)cc3)nc2s1 | ? | ? | -3% | -6% | 1% | -6 | 36
O=C(CCSc1ccc(F)cc1)Nc1ccc(-n2cnnn2)cc1 | -20% | ? | -5%[5.75 µM] | 2% | 8% | 8 | -14
O=C(CN1CCCC1)Nc1ccc(S(=O)(=O)N2CCCCC2)cc1 | ? | 7% | ? | 3% | 1% | -1 | -9
CNC(=S)/N=C/NOCc1ccc(Cl)cc1Cl | ? | ? | 15µM* | -2% | -7% | 1 | 9
CN1CC(=O)Nc2ccc(F)cc2C1=O | -28% | 15% | 10% | -3% | 2% | 1 | -12
O=C(CC1SCCNC1=O)Nc1ccc(F)c(Cl)c1 (stereo unspecified) | -11% | 18% | 3% | 1% | 4% | 10 | 21
O=C(CCc1ccccc1)C(=O)N1CCCC(C(=O)c2cccc(Cl)c2)C1 (stereo unspecified) | 8% | 7% | ? | 0% | 3% | 9 | -5
CCc1ccccc1NC(=O)CCNS(=O)(=O)c1ccc2c(c1)CCC(=O)N2 | -4% | 8% | ? | -5% | 0% | 0 | 19
Cc1c(NC(=O)COC(=O)Cc2ccc(F)cc2)c(=O)n(-c2ccccc2)n1C | 1% | ? | 4% | 2% | . | . | .
NC(=O)NC(=O)COC(=O)CN1C(=O)C2CCCCC2C1=O (stereo unspecified) | 35%[activator] | 12% | 42%[activator] | 7% | 3% | 0 | -4
CCOc1ccccc1OCC(=O)Nc1ccc(N2CCOCC2)cc1N1CCOCC1 | 1% | ? | -29% | 0% | . | . | .
Cc1cc2oc(=O)cc(-c3ccccc3)c2c(C)c1-c1ccc(CO)cc1 | ? | . | . | 0% | . | 5 | i
CC(Oc1cccc(Br)c1)C(=O)N1CCCN(C)CC1 (stereo unspecified) | 10% | 18% | ? | 1% | -15% | 1 | 24
COc1ccc2c(C)cc(C)nc2n1 | 11% | -16% | 1% | 4% | 1% | -3 | -7
CC1(C)CC(=O)C2=C(C1)OC(/N=C/N1CCOCC1)=C(C#N)C2c1ccccc1 (stereo unspecified) | 18% | ? | ? | 2% | -2% | -3 | -5
CC1(C)C(c2ccccc2)=NC(c2cccnc2)N1O (stereo unspecified) | 19% | 24% | . | 7% | -3% | 1 | 2
COC(=O)c1c[nH]n2c(=O)cc(CCl)nc12 | -2% | 2% | ? | 3% | 5% | -3 | 2
Cc1ccc(NC2c3ncccc3C(=O)N2C2CCCCC2)cc1 (stereo unspecified) | 1% | -28% | ? | 2% | 3% | 5 | 5
COc1ccc2ccccc2c1/C=N/NC(=O)c1cc(C)[nH]n1 | -7% | 5% | 2% | 13% | -1% | -2 | 8
Cc1ccc(-c2c3c(=O)n(C)c(=O)n(C)c3cn2-c2ccccc2O)cc1 | 8% | ? | 13% | 2% | 15% | 22* | 39
O=S(=O)(Nc1ccc(N2CCOCC2)cc1)c1ccc(F)cc1F | 21% | 46%[activator] | 2% | 0% | 7% | -2 | -6
CNc1c(NC(=O)c2ccc3c(c2)OCO3)c(=O)oc2ccccc12 | 8% | -3% | -5% | -1% | -2% | 7 | 2
CCN(CC(=O)NCc1ccc(Cl)cc1)C(=O)COc1ccc(C)cc1C | ? | ? | ? | -1% | -6% | -1 | -11
CCOC(=O)Cc1csc(NC(NC(=O)OCC)(C(F)(F)F)C(F)(F)F)n1 | 11% | . | 18% | -4% | -9% | -1 | -13
CCc1nc(=O)c(-c2ccccc2)c(C)n1-c1ccccc1 | 7% | 33% | 15% | -8% | 2% | -2 | -13
CCC1CCCCN1C(=O)CCn1ccnc1 (stereo unspecified) | 11% | ? | 34%[activator] | 4% | -14% | -7 | -2
COC(=O)c1cccc(OC(N)=O)c1 | 5% | 3% | . | 2% | -1% | -6 | -4
COc1ccc(C)cc1S(=O)(=O)N(CC(=O)Nc1cc([N+](=O)[O-])ccc1C)c1ccc(C)c(C)c1 | ? | 10µM* | ? | -2% | 4% | -3 | 5
CC(=O)Nc1cc(C(=O)c2ccccc2)ccc1N1CCOCC1 | -4% | 7% | 18% | 5% | 0% | -4 | -7

A second format for part of the listing above:
Second line of a record: HCV inhibitor, Pf growth 48h, Pf growth 96h, TbPYK inhibitor, LmPK inhibitor, Cycloheximide cs, Shiga toxin inh
> CNc1c(NC(=O)c2ccc3c(c2)OCO3)c(=O)oc2ccccc12
 : 8%, -3%, -5%, -1%, -2%, 7, 2
> CCN(CC(=O)NCc1ccc(Cl)cc1)C(=O)COc1ccc(C)cc1C
 : ?, ?, ?, -1%, -6%, -1, -11
> CCOC(=O)Cc1csc(NC(NC(=O)OCC)(C(F)(F)F)C(F)(F)F)n1
 : 11%, ., 18%, -4%, -9%, -1, -13
> CCc1nc(=O)c(-c2ccccc2)c(C)n1-c1ccccc1
 : 7%, 33%, 15%, -8%, 2%, -2, -13

For convenience, two of the compounds above:
molecule | HCV inhibitor | Pf growth 48h | Pf growth 96h | TbPYK inhibitor | LmPK inhibitor | Cycloheximide cs | Shiga toxin inh
Cc1ccc(-c2c3c(=O)n(C)c(=O)n(C)c3cn2-c2ccccc2O)cc1 | 8% | ? | 13% | 2% | 15% | 22* | 39
O=S(=O)(Nc1ccc(N2CCOCC2)cc1)c1ccc(F)cc1F | 21% | 46%[activator] | 2% | 0% | 7% | -2 | -6

(cont.)
Keys – A = HCV inhibitor; B = Pf growth 48h; C = Pf growth 96h; D = TbPYK inhibitor; E = LmPK inhibitor; F = Cycloheximide cs; G = Shiga toxin inh
Cc1ccc2cc(C(c3nnnn3C(C)(C)C)N3CCCC3)c(=O)[nH]c2c1C (stereo unspecified)
  A: .	B: 3.3µM*	C: .	D: .	E: -3%	F: 26	G: -5
COc1ccc(Nc2cc(Cl)nc(N)n2)cc1OC
  A: -22%	B: -13%	C: 0%	D: -12%	E: -5%	F: 13	G: 11
O=C(/C=C/c1cccc([N+](=O)[O-])c1)NC(=S)Nc1ccccc1C(=O)O
  A: .	B: 3%	C: 2%	D: .	E: -6%	F: 16	G: 20
COc1ccc(N2C(=O)CSC23C(=O)N2CCCc4cccc3c42)cc1 (stereo unspecified)
  A: -10%	B: -24%	C: -9%[5.75 µM]	D: 6%	E: 0%	F: -4	G: -6
CC(=O)c1sc2nc(-c3ccccc3)cc(C)c2c1N
  A: -4%	B: 0%	C: -20%	D: -3%	E: 6%	F: -2	G: -12
O=C(N/N=C/c1cccn1-c1cccc(C(=O)O)c1)Nc1ccccc1
  A: 6%	B: 7%	C: -20%	D: 6%	E: 5%	F: 31*	G: 52*
CN1CCN(Cc2c(O)ccc3c2oc(=O)c2ccccc23)CC1
  A: ?	B: ?	C: .	D: 0%	E: -7%	F: 10	G: 23
CCOc1cc2[nH]c(=O)n(Cc3ccccc3)c(=O)c2cc1OCC
  A: ?	B: 11%	C: -7%	D: .	E: -3%	F: 5	G: -11
Cc1ccc(S(=O)(=O)N(C)/N=C/c2ccc(N(C)C)cc2)cc1
  A: -22%	B: .	C: 62%[activator]	D: -2%	E: -5%	F: 57*	G: 70*
O=C(O)[C@H]1CC=C[C@H]2CCN(Cc3ccc(Cl)c(Cl)c3)C(=O)[C@@H]12
  A: 3%	B: .	C: .	D: -5%	E: .	F: -2	G: i
Cc1ccccc1C(=O)c1cccn1CC(=O)NCc1ccco1
  A: -8%	B: 9%	C: 4%	D: -15%	E: 0%	F: -2	G: 13
CCOc1cc(N2CCOCC2)c(OCC)cc1NC(=O)CN1C(=O)C2C3C=CC(C3)C2C1=O (stereo unspecified)
  A: 6%	B: -4%	C: ?	D: 8%	E: -2%	F: -1	G: -5
CSc1cccc(NC(=O)CCNS(=O)(=O)c2ccc3[nH]c(=O)oc3c2)c1
  A: 5%	B: 14%	C: ?	D: 1%	E: 0%	F: 2	G: 9
O=C(CCCn1c(=S)[nH]c2ccsc2c1=O)NC1CCCCC1
  A: 3%	B: 23%	C: 1%	D: ?	E: -7%	F: -3	G: -2
CN1CCN(C(=O)c2ccc(CN(c3ccccc3)S(=O)(=O)c3ccccc3)cc2)CC1
  A: 15%	B: 12%	C: 21%	D: 1%	E: 3%	F: -4	G: 5
CCOC(=O)C1=C(c2ccccc2)c2ccccc2OC1C(=O)OCC (stereo unspecified)
  A: ?	B: .	C: .	D: 4%	E: .	F: 12	G: i
CC1CC(C)(C)NC(=S)S1 (stereo unspecified)
  A: 8%	B: 6%	C: ?	D: -8%	E: 3%	F: -1	G: 21
COc1ccc(S(=O)(=O)n2nc(OC(=O)c3cccs3)cc2NC(=O)c2cccs2)cc1
  A: -7%	B: 35%[activator]	C: 75%[activator]	D: 0%	E: 2%	F: -2	G: -15
CC(=O)N1CCN(S(=O)(=O)c2cccc(C(=O)Nc3ccc(F)c(F)c3)c2)CC1
  A: -17%	B: 1%	C: 0%	D: 0%	E: -3%	F: -2	G: -5
COC(=S)Nc1cccc(C(F)(F)F)c1
  A: 14%	B: 7%	C: -24%	D: -18%	E: 2%	F: -1	G: 1
Cc1ccc(S(=O)(=O)ON=C2CCN(S(=O)(=O)c3ccccc3)CC2)cc1
  A: 13%	B: 31%[activator]	C: -11%	D: -1%	E: 0%	F: -5	G: -9
CCOc1ccccc1N1CC(C(=O)Nc2cc(Cl)ccc2-n2cncn2)CC1=O (stereo unspecified)
  A: -7%	B: 18%	C: 9%	D: -3%	E: .	F: .	G: .
Cc1ccc2c(c1)CC(C)N2S(=O)(=O)c1nnc(NC(=O)CC(C)C)s1 (stereo unspecified)
  A: 8%	B: ?	C: 90%[activator]	D: 1%&3%	E: 1%	F: -1	G: -2
O=C(c1ccco1)N1CCCC(c2nc3c(nnn3Cc3cccc(Cl)c3)c(=O)[nH]2)C1 (stereo unspecified)
  A: -12%	B: ?	C: 52%[activator]	D: 17%	E: -7%	F: -7	G: -8
CC1CC1C(=O)Nc1nc(-c2ccccn2)cs1 (stereo unspecified)
  A: -11%	B: .	C: 3.7µM*	D: -29%	E: -4%	F: 22*	G: 20
Cc1cccc(C(=O)NCC(=O)NC2CCC(C)CC2)c1 (stereo unspecified)
  A: ?	B: -2%	C: 28%	D: -9%	E: .	F: .	G: .
O=C1C2CC(O)CN2C(=O)N1c1ccccc1 (stereo unspecified)
  A: 1%	B: 4%	C: -5%	D: 0%	E: 4%	F: -2	G: -12
O=C(O)/C=C\C(=O)NCc1ccccc1
  A: 4%	B: 5%	C: 21%	D: -1%	E: -8%	F: -2	G: -11
COc1ccc(CCNC(=O)C2CCCN(c3ncccn3)C2)cc1 (stereo unspecified)
  A: 2%	B: 21%	C: 2%	D: 0%	E: 11%	F: -3	G: -10
CC(C)C[C@H](N)C(=O)N1CCC(C(=O)N[C@H](C(=O)NC(C)c2ccccc2)C(C)C)CC1 (stereo partly specified)
  A: 8%	B: ?	C: 58%[activator]	D: 1%	E: -9%	F: -2	G: 6
Cc1ccc(NC(=O)Cc2nnc(SCC(=O)Nc3nncs3)n2C)cc1
  A: 14%	B: 5%	C: -28%	D: 1%	E: -4%	F: -3	G: -6

Assay outcomes deposited in PubChem BioAssay by National Center for Advancing Translational Sciences (NCATS).

No enrichment for hits. About 24% of those tested had a hit in this group.
